# FAS-TE inh: FAS thioesterase domain inhibitors, primary screen, biochemical, fluorescence intensity, uHTS; Fatty acid synthase (Homo sapiens), P49327; recombinant FAS-TE, OMFH fluorogenic substrate, fluorescence endpoint; inhibition, % at 15 µM; 0.67% of 360,000 active; AID 602261, 2012;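 active = compounds whose normalised, plate-corrected inhibition of enzyme fluorescence in the single-dose primary screen is 50% or more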;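 also: 0% = DMSO with enzyme and 100% = substrate without enzyme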
# Rin1-Abl PPI inh: inhibitors of Rin1-Abl protein binding, primary screen, biochemical, TR-FRET; AID 588664, 2011; Tyrosine-protein kinase ABL1 (Homo sapiens) + Ras and Rab interactor 1 (Homo sapiens), …; 0.4% of 360,000 active; inhibition, % at 7.35 µM; in the data active = inhibition above about 5%, passing the limit was not always enough
# MsrA act: bovine MsrA enzyme activators, primary screen, biochemical, absorbance, HTS; Methionine sulfoxide reductase A (Bos taurus); purified bovine MsrA, absorbance read-out; activation, % at 10.6 µM; 0.3% of 360,000 active; in the data active = activation above about 7.5%;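 also: 0% = vehicle and 100% = reference activator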
# CSN deneddyl inh: inhibitors of CSN-mediated cullin deneddylation, primary screen, biochemical, fluorescence polarization, uHTS | Purified CSN, SCF-Nedd8-OG deneddylation | inhibition, % at 12.5 µM | 0.38% of 360,000 active | AID 651999, 2013;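 active = pattern-corrected inhibition above about 35%, with an unprinted fluorescence ratio check between 0.5 and 1.5, limit read from the data, passing the limit was not always enough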;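 also: 0% = enzyme with substrate and 100% = substrate without enzyme; some results filed as inactive read as strong as hits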
#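 assay system = purified human Csn5 enzyme expressed in HEK293T cells | amount = 0.24 nM enzyme | buffer or medium = Tris/NaCl/DTT buffer, pH 7.5 | reagent = 10 nM SCFSkp2-Nedd8OG | compound = one concentration, 12.5 µM, 0.25% DMSO | times = 90 min reaction at room temperature | signal = FP | read-out basis = % inhibition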
# eLon inh: inhibitors of E. coli Lon protease, primary screen, biochemical, fluorescence polarization; P0A9M0; purified E. coli Lon protease; inhibition, % at 7.94 µM; 0.42% of 360,000 active; AID 602123, 2011; in the data active = inhibition above about 13%, passing the limit was not always enough;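 also: 0% = enzyme with probe and DMSO and 100% = no enzyme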
# MLLE-PAM2 inh: inhibitors of PABP1 MLLE–PAM2 peptide binding, primary screen, biochemical, fluorescence polarization, FITC-PAM2, GST-MLLE; inhibition, % at 20 µM; 0.36% of 360,000 active; Polyadenylate-binding protein 1 (Homo sapiens), P11940; in the data active = inhibition above about 35%, passing the limit was not always enough;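 also: plate controls were DMSO wells with GST-MLLE for no effect and wells lacking GST-MLLE protein for full effect; some results filed as inactive read as strong as hits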
# MT1-MMP act inh: blockers of MT1-MMP proenzyme processing, primary screen, HT1080 RFP-PRO-GFP cells, GFP/RFP fluorescence. GFP/RFP ratio fluorescence, overnight; percent of plate control window, DMSO zero. Matrix metalloproteinase-14 (Homo sapiens), P50281. GFP/RFP ratio change, % at 20 µM. 0.061% of 360,000 active. AID 651647, 2012;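 active = GFP/RFP ratio change of at least 30% with cell ATP level not reduced by more than half and red fluorescence within 50% of control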; also: strong numbers were not always called active
#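 Read-out: GFP/RFP fluorescence ratio; Test system: RFP-PRO-GFP reporter HT1080 cells; Compound dosing: single-point 20 µM compound, 1% DMSO; Times: overnight compound exposure at 37 °C.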
# Rpn11 inh: Rpn11 (PSMD14) deubiquitinase inhibitors, primary screen, biochemical, fluorescence polarization, uHTS | 0.59% of 360,000 active | calls only at 20 µM | AID 588493, 2011 | 26S proteasome non-ATPase regulatory subunit 14 (Homo sapiens), O00487 | human 26S proteasome, Ub4-pepOG fluorescence polarization; 20S core pre-blocked with epoxomicin;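 active = inhibition at 20 µM, scaled to each plate's controls, above about 33%, limit read from the data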
# MsrA inh: bovine MsrA enzyme inhibitors, primary screen, biochemical, absorbance, HTS. Methionine sulfoxide reductase A (Bos taurus). purified bovine MsrA, absorbance read-out. inhibition, % at 15.5 µM. 0.75% of 360,000 active. AID 651718, 2012; in the data active = inhibition above about 4.5%;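 also: 0% = vehicle wells with enzyme and 100% = reference inhibitor wells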
# Numbers without * were called inactive; i = inactive; . = not tested or not shown.
(1) O=C(Nc1ccc(S(=O)(=O)N2CCOCC2)cc1)c1cc(-c2cc(Cl)ccc2O)n[nH]1
(2) Cn1c(=O)c2c(nc(N3CCc4ccccc4C3)n2C)n(C)c1=O
(3) COc1ccc(CCNc2oc(-c3ccccc3OC)nc2C#N)cc1OC
(4) O=C(CC(=O)c1cccs1)c1ccncc1
(5) CCCCCOC(=O)Cn1c(=O)oc2ccc(C)cc21
(6) CCCCC(=O)Nc1ncc(Br)s1
(7) CSc1nc2cc(C)nn2c(-c2ccccc2Cl)c1C#N
(8) O=C(Cn1nnc2ccccc2c1=O)NCc1ccco1
Screen / compound no.	1	2	3	4	5	6	7	8
FAS-TE inh	18	-2	0	0	6	-5	-4	-3
Rin1-Abl PPI inh	0	3	0	-2	-1	4	0	0
eLon inh	1	0	2	-13	7	-1	0	3
MLLE-PAM2 inh	8	-6	2	2	5	-6	-7	-11
CSN deneddyl inh	0	0	-8	2	3	-2	2	2
MT1-MMP act inh	-2	.	2	-6	1	-10	4	-1
Rpn11 inh	i	i	i	i	i	i	i	i
MsrA inh	0.7	-0.7	1.0	2.4	0.2	.	0.5	-1.7
MsrA act	1	-1	-1	-3	6	-1	-5	-9

# Structural class, the compounds so far containing a Cl atom (two)
(1) O=C(Nc1ccc(S(=O)(=O)N2CCOCC2)cc1)c1cc(-c2cc(Cl)ccc2O)n[nH]1
(7) CSc1nc2cc(C)nn2c(-c2ccccc2Cl)c1C#N
Screen / compound no.	1	7
FAS-TE inh	18	-4
Rin1-Abl PPI inh	0	0
eLon inh	1	0
MLLE-PAM2 inh	8	-7
CSN deneddyl inh	0	2
MT1-MMP act inh	-2	4
Rpn11 inh	i	i
MsrA inh	0.7	0.5
MsrA act	1	-5

# Profiles, looked up by structure. Order of screens: FAS-TE inh, Rin1-Abl PPI inh, eLon inh, MLLE-PAM2 inh, CSN deneddyl inh, MT1-MMP act inh, Rpn11 inh, MsrA inh, MsrA act
# O=C(Cn1nnc2ccccc2c1=O)NCc1ccco1 in the list: -3, 0, 3, -11, 2, -1, i, -1.7, -9
# O=C(CC(=O)c1cccs1)c1ccncc1 in the list: 0, -2, -13, 2, 2, -6, i, 2.4, -3
# Cn1c(=O)c2c(nc(N3CCc4ccccc4C3)n2C)n(C)c1=O in the list: -2, 3, 0, -6, 0, ., i, -0.7, -1
# CSc1nc2cc(C)nn2c(-c2ccccc2Cl)c1C#N in the list: -4, 0, 0, -7, 2, 4, i, 0.5, -5
# COc1ccc(CCNc2oc(-c3ccccc3OC)nc2C#N)cc1OC in the list: 0, 0, 2, 2, -8, 2, i, 1.0, -1

# (next part)
(9) Cc1ccc(OCC(=O)Nc2cccc(S(=O)(=O)NC3=NCCCCC3)c2)cc1C
(10) O=C(CCc1nc2ccccc2n1-c1ccccc1)NCCO
(11) O=C(Nc1cc(C(F)(F)F)ccc1N1CCOCC1)C1CCCO1 (configuration not stated)
(12) Cc1cc(-c2nnnn2-c2cc(Cl)cc(Cl)c2)no1
(13) COc1cccc(/C=N/NC(=O)C(c2ccncc2)N2CCOCC2)c1 (configuration not stated)
(14) COc1cc(C(=O)n2cnc3ccccc32)c([N+](=O)[O-])cc1OC
(15) O=C(N/C(=C/c1ccccc1Cl)C(=O)N1CCCC1)c1ccccc1
(16) C[C@H](CO)N1C[C@H](C)[C@H](CN(C)C(=O)Nc2ccc(F)cc2)OCc2cnnn2CCCC1=O
Screen / compound no.	9	10	11	12	13	14	15	16
FAS-TE inh	0	-9	0	-2	-5	8	-6	-8
Rin1-Abl PPI inh	3	-1	5	1	2	-3	4	-1
eLon inh	6	2	-10	-2	2	-2	-4	-9
MLLE-PAM2 inh	-26	0	7	2	9	6	12	-3
CSN deneddyl inh	0	2	-2	-2	-1	-3	0	0
MT1-MMP act inh	1	2	-4	-3	-2	4	-10	.
Rpn11 inh	i	i	i	i	i	i	i	i
MsrA inh	-0.6	0.3	1.0	2.3	1.5	0.9	-0.3	0.8
MsrA act	-2	0	-3	-4	-2	-2	-13	-10

# Reprinted at random: two compounds from above.
(15) O=C(N/C(=C/c1ccccc1Cl)C(=O)N1CCCC1)c1ccccc1
(9) Cc1ccc(OCC(=O)Nc2cccc(S(=O)(=O)NC3=NCCCCC3)c2)cc1C
Screen / compound no.	15	9
FAS-TE inh	-6	0
Rin1-Abl PPI inh	4	3
eLon inh	-4	6
MLLE-PAM2 inh	12	-26
CSN deneddyl inh	0	0
MT1-MMP act inh	-10	1
Rpn11 inh	i	i
MsrA inh	-0.3	-0.6
MsrA act	-13	-2

# Further records follow:
(17) CCOC(=O)CNC(c1ccccc1)c1cc(Br)ccc1NC(=O)CCN1CCOCC1 (configuration not stated)
(18) COc1cc(/C=C/C(=O)NC(=O)c2ccccc2O)ccc1O
(19) C[C@H](NC(=O)c1nc[nH]c1C(=O)NCc1ccc(CNC(=O)OC(C)(C)C)cc1)c1ccccc1
(20) CCC(=O)N1CCN(c2ccc(OC)cc2[N+](=O)[O-])CC1
(21) COc1ccc(C2C3=C(CCCC3=O)Nc3nc(C(F)(F)F)nn32)c(OC)c1OC (configuration not stated)
(22) O=C(c1cccnc1NCc1ccc(F)cc1)N1CCOCC1
(23) CN(Cc1ccccc1)c1nc2c(c(=O)n(C)c(=O)n2C)n1CCCc1ccccc1
(24) C=CCC[C@H](Cc1ccc(F)cc1)C(=O)OC[C@@H](NC(=O)[C@@H](CC=C)CC(=O)N(CCO)Cc1ccccc1)C(C)(C)C
Screen / compound no.	17	18	19	20	21	22	23	24
FAS-TE inh	-8	-10	30	-7	-2	-5	14	7
Rin1-Abl PPI inh	1	-2	4	-6	2	-1	-1	3
eLon inh	-3	-22	-7	9	-11	-6	-4	20
MLLE-PAM2 inh	4	-3	-73	-1	-3	3	-4	4
CSN deneddyl inh	0	4	-2	-3	-1	-1	-9	3
MT1-MMP act inh	-4	-1	7	3	-3	-1	4	-14
Rpn11 inh	i	i	i	i	i	i	i	i
MsrA inh	-1.1	5.6*	0.8	0.5	0.0	-0.7	-0.8	-0.6
MsrA act	-7	-4	2	-2	0	-11	2	-9

(25) COCCn1c(-c2ccc(OC)cc2)cnc1SCC(=O)Nc1ccc(OC)cc1OC
(26) O=C(NCCCO)NC(=S)c1cccc2ccccc12
(27) Cn1c(=O)c([N+](=O)[O-])c(NCC2CCCO2)c2ccccc21 (configuration not stated)
(28) O=C(CN1CCCCC1)N/N=C/c1ccccc1OCc1ccccc1
(29) Cc1cc(=O)oc2c(C)c(OC(C)C(=O)NCCCN3CCOCC3)ccc12 (configuration not stated)
(30) NC(=O)Nc1ccc(C(=O)OCC(=O)N2CCCC2=O)cc1
(31) CS(=O)(=O)Nc1ccc2c(c1)nc1n2CCOC1
(32) Cc1ccc(CNC(=O)c2ccc(S(=O)(=O)N3CCCCCC3)cc2)cc1
Screen / compound no.	25	26	27	28	29	30	31	32
FAS-TE inh	0	-3	-2	-9	-7	-5	-5	2
Rin1-Abl PPI inh	-1	-3	-3	-2	4	0	1	-6
eLon inh	-9	13	3	-12	11	2	0	-10
MLLE-PAM2 inh	-18	18	10	-2	-9	4	-4	-6
CSN deneddyl inh	0	0	0	-5	6	5	2	5
MT1-MMP act inh	-1	-2	-2	0	0	1	-5	-4
Rpn11 inh	i	i	i	i	i	i	i	i
MsrA inh	0.7	-0.9	0.2	-0.2	1.5	0.8	-1.2	-0.5
MsrA act	-7	-1	-3	-3	-1	-2	-1	2

(33) Cc1nc2c(c(C)nn2-c2ccccc2)c(C)c1CCC(=O)NCCCOC(C)C
(34) COc1ccccc1C(=O)N/N=C/c1cnc2ccccc2n1
(35) COc1ccc(-c2noc(-c3ccccc3C(=O)Nc3cccnc3)n2)cc1
(36) O=C(NCCc1ccc(C(F)(F)F)cc1)C1CCC(=O)N(CCc2cccc(F)c2)C1 (configuration not stated)
(37) COc1ccc(S(=O)(=O)N2CCc3ccccc3C2)cc1OC
(38) Cn1c(CBr)c(C(=O)c2ccc([N+](=O)[O-])cc2)c(=O)n(C)c1=O
(39) Cc1ccc(NC(=O)CN(C)CC(=O)N(CC(C)C)c2c(N)n(CC(C)C)c(=O)[nH]c2=O)c(C)c1
(40) COc1ccc2c(c1)CCc1c(C(=O)N3CCCCCC3)noc1-2
Screen / compound no.	33	34	35	36	37	38	39	40
FAS-TE inh	-1	-7	2	2	6	-1	-8	11
Rin1-Abl PPI inh	3	2	0	0	-1	1	4	1
eLon inh	-6	-1	-5	3	-8	3	-11	4
MLLE-PAM2 inh	10	8	2	5	3	-16	-8	0
CSN deneddyl inh	1	0	-1	3	1	7	4	-2
MT1-MMP act inh	-1	-1	-1	4	1	-2	-1	4
Rpn11 inh	i	i	i	i	i	i	i	i
MsrA inh	2.1	-0.4	-0.8	-0.5	1.2	1.1	-0.5	-0.7
MsrA act	-5	-1	-10	-4	-2	0	-4	-15

(41) COc1cccc(C(=O)Oc2ccc(N3C(=O)CCC3=O)c(C)c2)c1
(42) CCOC(=O)C1CCCN(Cc2c(F)cccc2Cl)C1 (configuration not stated)
(43) CCOC(=O)CCC(=O)Nc1ncnc2c1C(c1ccccc1)c1c(ccc3ccccc13)O2 (configuration not stated)
(44) Cc1sc2nc(-c3cccnc3)[nH]c(=O)c2c1-c1ccccc1
(45) CCCCC(=O)N/N=C/c1cc([N+](=O)[O-])ccc1N1CCOCC1
(46) C=Cc1ccc(Cn2c(C)c(C(=O)NCCC#N)sc2=O)cc1
(47) O=C(/C=C/[C@H]1O[C@@H](n2cnc3c(NC(=O)c4ccccc4)ncnc32)[C@H](O)[C@@H]1O)NCc1ccccc1
(48) Cc1ccccc1NS(=O)(=O)c1nnc(NC(=O)c2ccccc2F)s1
Screen / compound no.	41	42	43	44	45	46	47	48
FAS-TE inh	-4	-4	28	0	66*	-6	-5	-5
Rin1-Abl PPI inh	3	0	1	-1	0	-2	-2	0
eLon inh	-2	2	1	-2	-1	0	-2	1
MLLE-PAM2 inh	-10	-1	26	30	12	-6	-18	0
CSN deneddyl inh	-6	4	2	0	-6	-6	5	0
MT1-MMP act inh	-3	-5	8	16	2	6	4	1
Rpn11 inh	i	i	i	i	i	i	i	i
MsrA inh	1.8	-1.2	0.5	1.8	2.5	-0.2	1.0	0.6
MsrA act	-10	2	0	-9	-9	-2	-3	-6

# Gathered by group: the entries above containing a tert-butyl group
(19) C[C@H](NC(=O)c1nc[nH]c1C(=O)NCc1ccc(CNC(=O)OC(C)(C)C)cc1)c1ccccc1
(24) C=CCC[C@H](Cc1ccc(F)cc1)C(=O)OC[C@@H](NC(=O)[C@@H](CC=C)CC(=O)N(CCO)Cc1ccccc1)C(C)(C)C
Screen / compound no.	19	24
FAS-TE inh	30	7
Rin1-Abl PPI inh	4	3
eLon inh	-7	20
MLLE-PAM2 inh	-73	4
CSN deneddyl inh	-2	3
MT1-MMP act inh	7	-14
Rpn11 inh	i	i
MsrA inh	0.8	-0.6
MsrA act	2	-9

# Screening results (PubChem)
